UDG counter: UDG inhibition counter-screen. FRET deamination/UDG coupled assay, UDG read, 4 h. Potency, µM (series often up to 115 µM), for the others: at the top dose activity change, negative = inhibition, most hits filed as inhibitors. hit rate 0.14% among 91,000. AID 1347430; note: nearly all actives have a fitted effect of over 65% in size
AID inhibitor: blocks human AID cytidine deaminase activity; hit rate 0.32% among 91,000; AID 1347428; AID deamination FRET fluorescence, UDG-coupled, 4 h; Potency, µM (highest dose often 115 µM), without a hit: top-dose activity change, negative = inhibition, most hits filed as inhibitors; note: nearly all actives have a fitted effect of over 25% in size
Target sequence (Q9GZX7 whole entry, looked up): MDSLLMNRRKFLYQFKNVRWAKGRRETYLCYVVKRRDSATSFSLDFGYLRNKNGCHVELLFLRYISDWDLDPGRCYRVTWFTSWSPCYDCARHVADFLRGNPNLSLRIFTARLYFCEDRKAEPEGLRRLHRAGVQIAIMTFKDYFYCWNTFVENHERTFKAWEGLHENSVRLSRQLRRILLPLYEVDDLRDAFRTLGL
The depositor's hits bear a star; u = inconclusive; & = joins results of further samples; [ ] = dose if it differs, or a comment. Calls come from the whole dose curve; as a rule, active = well fitted curve in the direction sought with a large enough effect; inconclusive = small, poorly fitted or top-dose-only effect, or another doubt; inactive = no such curve, though single readings can be large; an effect the other way counts as inactive or inconclusive. % is set by controls: 0 for no effect and ±100 for the full control effect; potency is the fitted concentration of half-maximal effect. This is a subset; count on the stated rates, not on these rows.

SMILES	UDG counter	AID inhibitor
CCCc1ccc(C(NC(=O)Cn2ccc(=O)[nH]c2=O)c2cccs2)cc1 (stereo not given)	5%	-4%
CCCCNC(=O)C1CCC(CNS(=O)(=O)c2ccc(NC(C)=O)cc2)CC1 (stereo not given)	6%[57.5 µM]	1%
Cc1ccc2c(COC(=O)COc3ccccc3)cc(=O)oc2c1C	8%	-5%
COc1ccc(NC(=O)Cn2c(=O)n(-c3ccccc3)c(=O)c3c4c(sc32)CCCC4)c(OC)c1	-2%	20%
Cc1ccc2nc(Nc3nc(CSc4ncccn4)cc(=O)[nH]3)nc(C)c2c1	-18%	u
Cc1ccccc1/C=C1\CCc2ccccc2C1=O	-2%	-12%
CC(=O)N1CCN(c2csc3ccc(Br)cc3c2=O)CC1	7%	-1%
CCN(C(=O)Cn1c(=O)n(Cc2ccccc2)c(=O)c2c1c1cc(OC)ccc1n2C)c1ccccc1	8%	22%
O=c1c2c(-c3ccccc3)ccnc2[nH]n1-c1ccccc1	1%	-5%
CSc1nnc2c(n1)OC(c1cccc(O)c1Cl)Nc1ccccc1-2 (stereo not given)	5%	6%
CN(Cc1cccs1)C(=O)c1cc2ccccc2[nH]1	1%	5%
Cc1ccc(CCNC(=O)c2ccc(CSc3nc4ccncc4n3Cc3ccc(F)cc3)cc2)cc1	8%	u
CC(Sc1nc(CN2CCOCC2)nc2ccccc12)C(=O)c1ccccc1 (stereo not given)	2%	-8%
O=C(Cn1nc2c(cc1=O)CCCC2)NCc1ccccc1Cl	-9%	3%
O=[N+]([O-])c1ccc(/C=N/NC(=S)Nc2ccccc2)cc1	1%&-7%	0%&2%
CC1CCN(S(=O)(=O)c2ccc3c(ccc(=O)n3CC(=O)NCc3ccc(Cl)cc3)c2)CC1	-15%	-4%
Cc1ccc(C(=O)Nc2ccc3c(c2)N(C)C(=O)c2ccccc2S3)cc1F	-17%	u
N#Cc1ccc(COC(=O)c2ccccc2SCC2CCCO2)cc1 (stereo not given)	10%	0%
Cc1ccc(C2C(C(=O)c3cccs3)=C(O)C(=O)N2CCc2ccccc2)cc1 (stereo not given)	-1%	-20%
Cc1cccc(C)c1NC(=O)c1c(C)oc2c1C1=NCCN1C=N2	-9%	-15%
C=C(C)C1CC=C(C)/C(=N/NC(N)=S)C1 (stereo not given)	1%	-1%
COCc1ccccc1CNC(=O)c1ccsc1	1%	6%
CSc1ccc(CNCCCOC(C)C)cc1	13%	4%
CCOc1ccccc1NC(=O)c1cc(S(=O)(=O)NC2CCCC2)ccc1F	20%	3%
Cc1ccccc1NC(=O)c1c(NC(=O)C(C)Oc2cccc(Cl)c2)sc2c1CCCC2 (stereo not given)	-8%	0%
COc1ccc(C2=C(C)C(N3CCN(c4ccc(OC)cc4)CC3)=NS2(=O)=O)cc1	9%	8%
C#CC(CC)(CC)NC(=O)Cc1cccc(C)c1	0%	-3%
CCCCCn1cc2c(c1-c1ccc(Br)cc1)c(=O)n(C)c(=O)n2C	-5%	-29%
O=C(O)CCCN1CCS(=O)CC1	-14%	-11%
CCOc1ccc(NC(=O)c2sc(-c3ccco3)nc2-c2ccccc2)cc1OC	4%	11%
COc1cccc(-c2nc(-c3ccc(Br)cc3)no2)c1OC	-5%	-2%
COC(=O)c1c(NC(=O)C(=O)NCc2cccnc2)sc2c1CC(C)(C)OC2	-6%	-12%
CN(C)c1ccc(C(=O)OC(C(=O)c2ccccc2)c2ccccc2)cc1 (stereo not given)	-6%	5%
O=C(O)COc1c(Cl)cc(/C=C2/NC(=O)NC2=O)cc1Cl	6%	-5%
C#CC(C)(CC)NC(=O)c1ccc(OC)c(OC)c1 (stereo not given)	-4%	-8%
O=C(Nc1cccc(C(F)(F)F)c1)N1CCN(Cc2ccc(Cl)s2)CC1	-1%	-9%
N#CC(C(=O)CCc1ccccc1)C(=O)NCc1ccccc1 (stereo not given)	3%	-13%
CC1CC(C)CN(C(=O)c2ccc3c(c2)C(=O)c2ccccc2-3)C1 (stereo not given)	-7%	-8%
O=C(CSc1nc2c(oc3ccccc32)c(=O)n1Cc1ccco1)Nc1ccccc1Cl	5%	18%
CNC(=O)NC(=O)C(C)SC(C)c1c(F)cccc1F (stereo not given)	-5%	-7%
CCCCn1c(CN2CCN(c3ccccc3)CC2)nc2c1c(=O)n(C)c(=O)n2C	-2%	-13%
COC(=O)c1cc(NC(=O)Cn2nc(-c3ccccc3)c3c(c2=O)CCCC3)cc(C(=O)OC)c1	7%	7%
CCOC(=O)c1cc(-c2ccc(OC)cc2)n(CCC(=O)NC2CCC(C)CC2)c1C (stereo not given)	-4%[57.5 µM]	u
COc1ccc(NC(=O)Cn2c(=O)n(CCc3ccccc3)c(=O)c3ccccc32)cc1	-4%	6%
CC(C)c1ccc(NC(=O)c2cc3sc(Cl)cc3n2C)cc1	13%	-1%

Given bar-delimited: part of the list above
SMILES | UDG counter | AID inhibitor
CC1CC(C)CN(C(=O)c2ccc3c(c2)C(=O)c2ccccc2-3)C1 (stereo not given) | -7% | -8%
O=C(CSc1nc2c(oc3ccccc32)c(=O)n1Cc1ccco1)Nc1ccccc1Cl | 5% | 18%
CNC(=O)NC(=O)C(C)SC(C)c1c(F)cccc1F (stereo not given) | -5% | -7%

Remaining list, next part
SMILES	UDG counter	AID inhibitor
CC(C)c1ccc(/C=C/C(=O)Nc2ccc(Br)cc2F)cc1	-7%	-9%
COc1ccc(C23CC4CC(CC(C(N)=O)(C4)C2)C3)cc1	-4%	-8%
Cc1ccc(S(=O)(=O)c2nnn3c2nc(NC2CCCCC2)c2sccc23)cc1C	-11%	1%
CCOC(=O)N1CCN(C(=O)c2cnn(-c3cccc(C)c3)c2-n2cccc2)CC1	u	-7%
COc1ccc(N(C(=O)c2ccc(S(=O)(=O)N3CCCCC3)cc2)C2C=CS(=O)(=O)C2)cc1 (stereo not given)	-8%	-6%
COCCNC(=O)c1sc2nc3n(c(=O)c2c1C)CCC3	-9%	1%
O=C1C=CC=C/C1=C\N(O)c1ccccc1	-10%	-9%
FC(F)(F)c1cc(-c2cccs2)nc(S)n1	-4%	6%
Cc1cccc(OCC(=O)Nc2ccc(Cl)c(-c3nc4ccccc4[nH]3)c2)c1	32%[activator]	13%
CC(C)CCN(Cc1ccco1)C(=O)c1cc2c(s1)-c1ccccc1OC2	-11%	u
Cc1ccc(C2CC(=O)CC(c3ccccc3)S2)cc1 (stereo not given)	-6%	-12%
CC(C)c1ccc(S(=O)(=O)c2nnn3c2nc(NCCc2ccccc2)c2sccc23)cc1	u	u
Cc1nn(S(=O)(=O)c2ccc(C(C)C)cc2)c(C)c1S(=O)(=O)N1CCCCCC1	-3%	51%[activator]
CSc1cccc(Nc2cc(C(=O)NC3CCCCC3)c3ccccc3n2)c1	-10%	1%
CCCC(=O)Nc1cc(-c2nc3cc(C)ccc3o2)ccc1C	-10%	-1%
C=CCNC(=O)CSc1cc(C)c2cc(C)cc(C)c2n1	0%	-2%
COc1ccc(C2=NN(C(C)=O)C(c3cn(-c4ccccc4)nc3-c3cccs3)C2)cc1 (stereo not given)	-11%	-9%
COc1ccccc1NC(=O)C1CCN(S(=O)(=O)c2cn(C)cn2)CC1	-4%	13%
CCOC(=O)c1c(C)[nH]c(CCC(=O)NCCCN2CCN(c3cc(C)ccc3C)CC2)c1C	-5%	-12%
CCC(=O)Nc1ccc(C(=O)NN=C(C)C)cc1	-5%	3%
COc1ccc(N2CCN(C(CNC(=O)C(=O)NCc3cccnc3)c3cccnc3)CC2)cc1 (stereo not given)	-10%	6%
CCCCN(CC)C(=O)c1cc2c(=O)n3cccc(C)c3nc2n1C	-6%	-17%
CC(=O)c1ccccc1NC(=O)CSC1=Nc2ccccc2C2CC=NN12 (stereo not given)	0%	-20%
Cc1ccccc1Cn1cc(CCC(=O)NC2CC2)c2ccccc21	3%	4%
CC1=C(c2ccc(F)cc2)S(=O)(=O)N=C1N1CCC(C(=O)NCCc2ccccc2)CC1	-19%	3%
COc1ccc(-c2noc(-c3ccc(N4CCN(c5ccccc5)CC4)c([N+](=O)[O-])c3)n2)cc1	-8%	1%
CCOCCCNC(=O)C(c1ccc(OC)cc1)N(Cc1cccs1)C(=O)CNC(=O)c1ccccc1 (stereo not given)	-10%	-12%
Cc1nnc(N2C(=O)c3oc4ccccc4c(=O)c3C2c2cccc(OCCC(C)C)c2)s1 (stereo not given)	-5%[57.5 µM]	30%[57.5 µM]
Cc1ccc(NC(=O)Cn2c(CCC(=O)O)ccc2-c2cccs2)cc1	2%	-6%
O=C(c1ccc2c(c1)N(Cc1cccc(Cl)c1)C(=O)c1ccccc1S2(=O)=O)N1CCC(Cc2ccccc2)CC1	-1%[57.5 µM]	-11%

Nothing new here: entries from further up.
SMILES	UDG counter	AID inhibitor
Cc1nnc(N2C(=O)c3oc4ccccc4c(=O)c3C2c2cccc(OCCC(C)C)c2)s1 (stereo not given)	-5%[57.5 µM]	30%[57.5 µM]
Cc1ccc(NC(=O)Cn2c(CCC(=O)O)ccc2-c2cccs2)cc1	2%	-6%
O=C(c1ccc2c(c1)N(Cc1cccc(Cl)c1)C(=O)c1ccccc1S2(=O)=O)N1CCC(Cc2ccccc2)CC1	-1%[57.5 µM]	-11%

Four entries from above, as a markdown table:
| Compound | UDG counter | AID inhibitor |
| --- | --- | --- |
| CCCCN(CC)C(=O)c1cc2c(=O)n3cccc(C)c3nc2n1C | -6% | -17% |
| CC(=O)c1ccccc1NC(=O)CSC1=Nc2ccccc2C2CC=NN12 (stereo not given) | 0% | -20% |
| Cc1ccccc1Cn1cc(CCC(=O)NC2CC2)c2ccccc21 | 3% | 4% |
| CC1=C(c2ccc(F)cc2)S(=O)(=O)N=C1N1CCC(C(=O)NCCc2ccccc2)CC1 | -19% | 3% |

(continued)
SMILES	UDG counter	AID inhibitor
O=C(c1ccccc1)C1CCN(C(=O)/C=C/c2cccc(F)c2)CC1	-8%	-18%
Cc1cccc(C)c1NC(=O)Cn1c(SCC(=O)NCc2ccccc2)nc2ccccc21	-10%	5%
Cc1ccc(-c2nc3nc(CNc4ccccc4C)cc(=O)n3[nH]2)cc1	-9%	-5%
Cc1ccc(-c2cc3n(c2)CCc2ccccc2-3)cc1	-3%	4%
c1ccc(C2CCC(NCC3CCCO3)CC2)cc1 (stereo not given)	-1%	1%
CCN(c1ccccc1)S(=O)(=O)c1cc2c3c(c1)C(C)C(=O)N3CCC2 (stereo not given)	-3%	-8%
CN(C)CCNC(=O)C1CCN(Cc2cc3ccccc3n2Cc2ccccc2)CC1	-9%[57.5 µM]	-3%
CC(C)C(CNCc1ccccc1)N1CCCC1 (stereo not given)	5%	9%
CCOc1ccc(N(CC(=O)NCc2ccc(C)cc2)S(=O)(=O)c2c(C)[nH]c(=O)[nH]c2=O)cc1	3%[57.5 µM]	15%[57.5 µM]
N#C/C(=C/c1ccc(OC(F)(F)C(F)C(F)(F)F)cc1)C(=O)NC1CC1 (stereo not given)	-7%	13%
CC(C)(C#N)C(=O)NCc1ccccc1OCc1ccccc1	2%	0%
Cc1c(NC(=O)C(F)(F)F)ccc2nc3c(=O)n(C)c(=O)n(C)c3nc12	-2%[57.5 µM]	69%[activator]
CCOc1ccc2nc(C)cc(Nc3ccccc3OCC)c2c1	u	79µM*
CCOc1cc(C(=O)Nc2c(NC)c3ccccc3oc2=O)cc(OCC)c1OCC	11%	-6%
Cc1ccc(-n2ncc(C(=O)NCc3ccccc3C)c2-n2cccc2)cc1	1%[57.5 µM]	6%
COc1cccc(Nc2nc3ccc(C(=O)c4ccccc4)cc3n3c(C)nnc23)c1	5%	-13%

A second format for four compounds above.
CC(C)C(CNCc1ccccc1)N1CCCC1 (stereo not given)
  UDG counter = 5%
  AID inhibitor = 9%
CCOc1ccc(N(CC(=O)NCc2ccc(C)cc2)S(=O)(=O)c2c(C)[nH]c(=O)[nH]c2=O)cc1
  UDG counter = 3%[57.5 µM]
  AID inhibitor = 15%[57.5 µM]
N#C/C(=C/c1ccc(OC(F)(F)C(F)C(F)(F)F)cc1)C(=O)NC1CC1 (stereo not given)
  UDG counter = -7%
  AID inhibitor = 13%
CC(C)(C#N)C(=O)NCc1ccccc1OCc1ccccc1
  UDG counter = 2%
  AID inhibitor = 0%

Screening results: PubChem, National Center for Advancing Translational Sciences (NCATS)
